Screening results deposited in PubChem BioAssay by National Center for Advancing Translational Sciences (NCATS).
ERK EGF inh = blocks ERK signaling stimulated by EGF; HEK293-V1b, EGF-stimulated phospho-ERK AlphaScreen; Potency, µM (top dose mostly 11.5 µM), without a hit: at the top dose activity change, negative = inhibition, hits mostly inhibitors; 0.41% of 130,000 active; AID 1454; active = well fitted inhibition curve with a large enough effect; inconclusive = small, poorly fitted or top-dose-only effect, or effect the other way;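 also: plate controls were stimulated vehicle wells for no effect and unstimulated vehicle basal for full effect; nearly all actives have a fitted effect of over 55% in size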
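V1b-HEK293, 1% FBS o/n; cpd 30 min 37C; EGF 25 nM final, 5 min; lyse 10 min; AlphaScreen beads 5 h RT. Normalized DMSO basal vs EGF max; Hill AC50.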
Numbers without * were called inactive; ? = inconclusive; & = joins results of further samples; [ ] = remark or other dose. Potency is read from the fitted curve at half-maximal effect.

structure	ERK EGF inh
CCc1cc2c(SCC(=O)N(CC)c3c(N)n(Cc4ccccc4)c(=O)[nH]c3=O)ncnc2s1	-6.8%
COc1ccc(C(=O)c2oc3ccc(OC)cc3c2NC(C)=O)cc1	-1.3%
CCOC(=O)CCNC(=O)N1CCCC(CNS(=O)(=O)Cc2ccccc2)C1 (stereo not drawn)	3.6%
N/C(=N/OC(=O)c1ccccc1Cl)c1nonc1N	-6.7%
COc1cc(CC(NC(C)=O)C(=O)NC2CCN(C(=O)Nc3ccccc3Cl)CC2)cc(OC)c1 (stereo not drawn)	-6.6%
CN(C)CCCN(Cc1ccccc1)C(=S)Nc1ccc(SC(F)F)cc1	-9.7%
COC(=O)c1ccc2c(=O)n(-c3ccc(OC)cc3)c(=S)[nH]c2c1	5.8%
CC(C)CCNC(=O)c1onc(CSc2ccncc2)c1C(=O)NCCC(C)C	-12.8%[57.5 µM]
COc1cccc(C(C(=O)NC2CCCC2)N(Cc2ccc(C)cc2)C(=O)c2ccco2)c1OC (stereo not drawn)	-4.7%
O=C(Nc1ccccc1N1CCCCC1)c1ccc(Cl)c([N+](=O)[O-])c1	3.5%
CC(=O)Nc1ccc(S(=O)(=O)NCC(=O)OCc2ccccc2)cc1	4.7%
Clc1ccc(Cn2c(CN3CCCC3)nc3ccccc32)cc1	2.4%[57.5 µM]
Cc1ccc(-n2c(C)cc(C)c(C#N)c2=O)cc1C	-3.5%
Cc1c(C(=O)O/N=C(\N)c2ccccn2)cccc1[N+](=O)[O-]	?
Fc1cccc(Nc2ncnc3[nH]ncc23)c1	25.1µM*
Cc1nn(C)c(C)c1S(=O)(=O)N(CC(=O)Nc1ccc2c(c1)OCO2)c1ccc(C(C)C)cc1	-0.7%
O=c1ccc(C(F)(F)F)cn1Cc1cc(=O)n2ccsc2n1	2.0%
O=C(N/N=C/c1ccccn1)c1cc(C2CC2)[nH]n1	4.0%
CC(C)(C)NC(=O)CCc1ncc(C(F)(F)F)cc1Cl	2.6%
O=C(O)c1cccc(S(=O)(=O)N(Cc2ccccc2)c2ccccc2)c1	5.2%
CCCCC(CC)C(=O)Nc1ccc(C)c(O)c1 (stereo not drawn)	-7.2%
O=C(CSc1nnc(Nc2ccccc2F)s1)Nc1cccc(S(=O)(=O)N2CCCCC2)c1	-0.4%
CC(=O)N[C@@H](CC(=O)O)C(=O)N[C@@H](CCC(=O)O)C(=O)O	-2.2%
COc1ccc(S(=O)(=O)N2CCc3ccccc32)cc1NC(C)=O	6.0%
CCCCN(C)C(=O)c1cc2cc3cc(OC)ccc3nc2o1	-5.6%
COc1ccc(N2C3=C(C(=O)CC(C)(C)C3)C(c3cnn(C)c3)C3=C2CC(C)(C)CC3=O)cc1	-1.4%[57.5 µM]
O=C(NCCN1C(=O)S/C(=C\c2ccc(Cl)c(Cl)c2)C1=O)c1ccc2c(c1)C(=O)N(Cc1ccncc1)C2=O	4.4%
O=C(CSc1nc2c(c(C(F)(F)F)n1)CCc1ccccc1-2)NCc1ccccc1	1.1%
O=C(CSCc1cccc(Br)c1)NC1CC1	6.4%
OC1(c2ccc(Cl)cc2)CCN(Cc2c[nH]c3ccccc23)CC1	12.1%&5.2%

Rewritten with each value named: part of the list above
CC(=O)N[C@@H](CC(=O)O)C(=O)N[C@@H](CCC(=O)O)C(=O)O
  ERK EGF inh: -2.2%
COc1ccc(S(=O)(=O)N2CCc3ccccc32)cc1NC(C)=O
  ERK EGF inh: 6.0%
CCCCN(C)C(=O)c1cc2cc3cc(OC)ccc3nc2o1
  ERK EGF inh: -5.6%
COc1ccc(N2C3=C(C(=O)CC(C)(C)C3)C(c3cnn(C)c3)C3=C2CC(C)(C)CC3=O)cc1
  ERK EGF inh: -1.4%[57.5 µM]

Other structures follow:
structure	ERK EGF inh
Cc1cnc(NC(=O)c2c(-c3ccccc3)noc2C)s1	5.2%[57.5 µM]
O=C(Nc1nccs1)c1ccc(N2C(=O)[C@@H]3[C@H](C2=O)[C@H]2C=C[C@@H]3C2)cc1	3.1%[57.5 µM]
O=C(Nc1ccc(F)cc1F)c1csc(-c2cccs2)n1	-3.3%
NC(=O)c1c(NC(=O)CCCC(=O)O)sc2c1CCCCCC2	-10.7%
Cc1ccc(C(=O)O/N=C(\c2ccccc2)c2cccnc2)cc1	-9.7%
O=C(Nc1c(C(=O)O)[nH]c2ccc(F)cc12)c1cccc(C(F)(F)F)c1	11.5%[57.5 µM]
CCN(CC)S(=O)(=O)c1ccc(N/N=C/c2cc(OC)ccc2O)nc1	-1.8%
Fc1ccc(-c2nnn3c2nc(NCc2ccccc2)c2ccccc23)cc1	8.2%[57.5 µM]
CCc1nnc(NC(=O)c2cccc(C(=O)Nc3nnc(CC)s3)n2)s1	-10.6%
CC(=O)NC1C(Oc2ccc(C=O)cc2)OC(COC(C)=O)C(OC(C)=O)C1OC(C)=O (stereo not drawn)	-15.3%
COc1ccc(C2Nc3ccccc3C(=O)N2Cc2ccccc2)cc1CN1CCOCC1 (stereo not drawn)	3.3%[57.5 µM]
COc1ccc(S(=O)(=O)N(CC(=O)N2CCOCC2)Cc2ccccc2)cc1	-3.2%
CC(=O)c1cccc(NC(=O)CCNS(=O)(=O)c2cccc3nonc23)c1	4.7%
CSc1ccc(/C=C(\NC(=O)c2ccc(C)cc2)C(=O)Nc2cccc(C)c2)cc1	4.9%
COc1ccc(-c2noc(C3CCCN(C(=O)c4ccccc4)C3)n2)cc1 (stereo not drawn)	-4.2%[57.5 µM]
O=C(C1CCC(Cn2c(=O)[nH]c3ccccc3c2=O)CC1)N1CCN(c2ccccc2)CC1 (stereo not drawn)	6.3%
Cc1ccc(N(Cc2ccc(C(=O)NCC3CCCO3)cc2)S(C)(=O)=O)cc1C (stereo not drawn)	11.7%
Cc1cccc(NC(=O)CSc2nnc(Cn3cnc4ccccc43)o2)c1	1.4%
Cc1nn(-c2ccccc2)nc1CNC(=O)C1CC1	7.1%[57.5 µM]
COc1ccccc1NC(=O)CN1C(=O)NC2(CCCCCCC2)C1=O	-5.8%
CCn1c(CNC(=O)c2cccs2)nnc1SCC(=O)Nc1ccc(Cl)cc1	3.6%
CCCN1C(=O)c2cc(C(=O)Nc3ccccc3C)ccc2C1Nc1ccccc1C (stereo not drawn)	-5.2%[57.5 µM]
CCOC(=O)N1CCN(C(=O)C2CC(=O)N(c3ccc(OC)cc3)C2c2ccc(OC)cc2)CC1 (stereo not drawn)	-1.1%
O=C(COC(=O)Cn1cnc2ccccc21)NCCCc1ccccc1	-4.1%
Cc1cc(Nc2ccc(Br)cc2F)n2ncnc2n1	?
COc1cc2c(cc1/C=C1/NC(=O)N(c3ccccc3)C1=O)OCO2	-5.1%
CN(C)CCCN(C(=O)c1ccc2c(c1)CCCC2)c1nc2ccc(F)cc2s1	?
CCOc1ccc(NC(=O)COC(=O)c2ccc3c(c2)C(=O)N(CCc2ccccc2)C3=O)cc1	4.9%
Cc1ccc(C(=O)Nc2sc(Cc3ccc4c(c3)OCO4)c(C)c2C(N)=O)cc1	-12.2%
COc1ccc(F)cc1C(=O)C1CCCN(C(=O)CSc2ccccn2)C1 (stereo not drawn)	-7.6%
O=C(N/N=C1\C/C(=N\NC(=O)c2ccncc2)c2ccccc21)c1ccncc1	4.7%
O=C(C1CCN(Cc2ccccc2)CC1)N1CCN(C/C=C/c2ccccc2)CC1	11.6%
Fc1ccc(NC(=S)NC23CN4CN(CN(C4)C2)C3)cc1	-2.7%
CCN1CCN(C(=O)c2ccc3c(c2)c(C)c(C)n3Cc2ccccc2)CC1	-8.4%
C/C(N)=C(/C#N)C(=O)CSc1nnc(C)n1-c1ccccc1	1.6%
COc1ccc(OCC(=O)Nc2ccc(C)c(S(=O)(=O)N(C)C)c2)cc1	6.3%
COc1ccc(NC(=S)N=Nc2c(O)[nH]c3ccccc23)cc1	-8.0%[57.5 µM]
O=C(O)CCSCCCN1C(=O)c2cccc3cccc(c23)C1=O	-23.1%
Nc1c(C(=O)C2CC2)sc2nc(-c3ccccc3)cc(C(F)(F)F)c12	10.6%
COc1ccc(S(=O)(=O)N(C)C)cc1NC(=O)CSc1ncccn1	-4.4%
COc1cc(/C=C/C(=O)OCC(=O)Nc2ccc([N+](=O)[O-])cc2)ccc1O	-14.6%[57.5 µM]
CC(C)OC(=O)/C(=C/c1ccc(Br)cc1)NC(=O)c1ccco1	-8.0%
CC(=O)Nc1ccc(C(=O)N/N=C(\C)CC(=O)Nc2ccc(OCc3ccccc3)cc2)cc1	-5.5%
COc1ccccc1CN1CCC2(CC1)CCN(C(=O)c1cccn1C)CC2	6.5%
COc1cc(NC(=S)NC2CC2)c(OC)cc1Cl	1.5%
COc1ccc(C2/C=C\CN(C(=O)Nc3ccccc3-c3ccccc3)CC(=O)N2Cc2ccc(F)cc2)cc1 (stereo not drawn)	-6.3%[57.5 µM]
O=C(CNC(=O)C12CC3CC(CC(C3)C1)C2)N1CCN(S(=O)(=O)c2cccs2)CC1	-5.3%
CCC(C)n1nccc1NC(=O)C(C)Cl (stereo not drawn)	4.5%
Cn1cccc1CC(=O)N/N=C/C=C/c1ccco1	1.2%
Cc1ccccc1OCC(=O)Nc1cc(Cl)ccc1Oc1ccccc1	9.0%

Further compounds:
structure	ERK EGF inh
CCC(=O)N1C(Cc2ccccc2)COC1(C)C (stereo not drawn)	-4.0%
S=C(NCCc1ccccn1)Nc1cc(Cl)cc(Cl)c1	5.7%[57.5 µM]
O=S1(=O)CC2NC(=S)N(c3cccc(Br)c3)C2C1 (stereo not drawn)	-3.3%[57.5 µM]
O=C(NC(c1ccccc1)c1ccccc1)c1cccc(S(=O)(=O)NCc2ccccc2)c1	1.4%
CC(=O)Oc1cc2c(C(=O)NCc3ccncc3)c(C)oc2c2ccccc12	-13.9%[57.5 µM]
COc1ccc(CNC(=S)N/N=C(\C)c2ccc(OC)cc2)cc1	-0.9%[57.5 µM]
COC(=O)Cc1ccc(OCc2ccc(Cl)nc2)cc1	-18.3%[57.5 µM]
Cc1ccc(NS(=O)(=O)c2cccc(C(=O)O)c2)cc1S(=O)(=O)N1CCOCC1	-0.6%
O=C(Cc1ccc(-c2ccccc2)cc1)NCc1ccccc1	-5.3%
COC(=O)c1c(NC(=O)CSc2ccccc2N)sc(C)c1C	1.6%
CC1CC(=O)N(c2ccc(NCc3ccc(Cl)cc3)c([N+](=O)[O-])c2)C1=O (stereo not drawn)	5.8%
CN(Cc1ccccc1)c1ccc(C(=O)O)cc1[N+](=O)[O-]	5.5%
COc1ccc(NC(=O)CCNS(=O)(=O)c2cccc3nsnc23)cc1	2.8%
O=C(O)c1ccccc1/C=N/Nc1ccc(S(=O)(=O)N2CCOCC2)cc1[N+](=O)[O-]	-14.6%[57.5 µM]
COc1ccccc1CNC(=O)c1nnc(Cc2ccc(Cl)cc2)o1	-9.3%
C=CCC(O)c1ccccc1 (stereo not drawn)	-8.4%
COc1ccc(C(=O)N2CCC[C@@]3(CCN(CC(C)C)C3)C2)cc1	-2.4%
CCN1C2OC3OC4C(OC3OC2N(CC)S1(=O)=O)N(CC)S(=O)(=O)N4CC (stereo not drawn)	-11.5%
COCCCNC(=O)CSc1nc2cc3c(cc2c(=O)n1CCCC(=O)NCc1ccc(OC)cc1)OCO3	-9.7%
CN(CC(=O)Nc1ccc(N2CCOCC2)cc1)CC(=O)Nc1ccc(Cl)cc1[N+](=O)[O-]	7.7%

Structures shown so far that contain a cyano group (2):
structure	ERK EGF inh
Cc1ccc(-n2c(C)cc(C)c(C#N)c2=O)cc1C	-3.5%
C/C(N)=C(/C#N)C(=O)CSc1nnc(C)n1-c1ccccc1	1.6%

Later entries
structure	ERK EGF inh
O=C(O)COCC(=O)Nc1cc(C(F)(F)F)cc(C(F)(F)F)c1	1.0%[57.5 µM]
Nc1c(C(=O)NCCc2ccccc2)nnn1Cc1ccc(Br)cc1F	-9.4%
CN(C)c1cncc(C(=O)O)c1	-2.2%
COc1cccc(CNC(=O)C(c2ccc(Cl)cc2)C(C)C)c1 (stereo not drawn)	2.1%
Fc1cccc(F)c1/C=N/N1CCOCC1	-8.7%
N#C/C(=C\N1CCOCC1)S(=O)(=O)c1ccc(Cl)cc1	-6.9%[57.5 µM]
O=C1N=C(N2CCCC2)CN1c1ccccc1	13.7%
COC(=O)/C(=C\C(=O)c1ccc([N+](=O)[O-])cc1)Nc1ccc(OC)cc1	12.6µM*
COc1ccc(N2C(=S)N=C(Nc3cccc(C)c3)C23CCCCC3)cc1	-7.2%
COc1ccc(-c2cc(=O)c3cc(OC)ccc3o2)cc1	19.0%
CS(=O)(=O)c1ccc2nc(NC(=O)Nc3ccc(Cl)c(Cl)c3)sc2c1	24.6%
COc1ccc(COCC(CC(C)C)N2CCN(C(=O)c3cccc(C(F)(F)F)c3)CCC2=O)cc1 (stereo not drawn)	3.3%

Some of the compounds tested (hit frequency here may not be typical).
